# Screening data: PubChem, National Center for Advancing Translational Sciences (NCATS)
# TRPV1 ag: HTS Assay for Compounds that Act as Agonists of the Vanilloid Receptor 1; Transient receptor potential cation channel subfamily V member 1 (Homo sapiens), Q8NER1; TRPV1-expressing cells, Fluo-8 calcium influx, agonist mode; activation, % at 8.33 µM; 320,000 tested, 0.19% active; in the data active = activation above about 80%; inconclusive = between about 30% and that limit; also: 0% is about no effect
#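 Fluo-8 calcium influx in TRPV1-expressing cells, kinetic read (ex 480/em 520 nm). Compound added and read 3 min for agonist activity, followed by capsaicin at EC20 final and 2 min further read for enhancement.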
# p53 reactivation: qHTS assay for re-activators of p53 using a Luc reporter; Potency, µM (doses to about 92.2 µM), for inactives: at the highest dose activity change, positive = activation, most hits filed as activators; 320,000 tested, 0.063% active; AID 504706, 2011; H1299 p53-A138V BP100-luciferase reporter, luminescence, 24 h; also: potency is read from the fitted curve at half-maximal effect; % of control where 0% means no effect; nearly all actives have a fitted effect of over 45% in size
#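 p53-null H1299 cells stably carrying temperature-sensitive p53-A138V and a BP100-luciferase reporter were pinned with compounds (4-point, 1:5 series) and held 24 hrs at 37 deg C. Luminescence was read 10 min after detection reagent.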
# Gal4-VP16 FLuc: VP16 counterscreen qHTS for inhibitors of ROR gamma transcriptional activity. Drosophila S2 Gal4-VP16 UAS-luciferase, luminescence, 20 h. Potency, µM (doses to about 53.6 µM), for the others: at the top dose activity, negative = inhibition, hits mostly inhibitors. 310,000 tested, 3.5% active. AID 2546, 2010;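 also: Gal4-VP16 expression switched on by copper sulfate through the metallothionein promoter; potency is read from the fitted curve at half-maximal effect; % is scaled to controls: 0 for no effect and ±100 for the full control effect; nearly all actives have a fitted effect of over 50% in size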
# RORgamma inh: qHTS for inhibitors of ROR gamma transcriptional activity. 310,000 tested, 5.4% active. Potency, µM (highest dose often 53.6 µM), without a hit: at the top dose activity change, negative = inhibition, most hits filed as inhibitors. Drosophila S2 Gal4-RORgamma UAS-luciferase reporter, 20 h; also: potency is read from the fitted curve at half-maximal effect; % is scaled to controls: 0 for no effect and ±100 for the full control effect; nearly all actives have a fitted effect of over 60% in size
# Target sequence (P51450 whole entry, looked up, the tested form may be a part): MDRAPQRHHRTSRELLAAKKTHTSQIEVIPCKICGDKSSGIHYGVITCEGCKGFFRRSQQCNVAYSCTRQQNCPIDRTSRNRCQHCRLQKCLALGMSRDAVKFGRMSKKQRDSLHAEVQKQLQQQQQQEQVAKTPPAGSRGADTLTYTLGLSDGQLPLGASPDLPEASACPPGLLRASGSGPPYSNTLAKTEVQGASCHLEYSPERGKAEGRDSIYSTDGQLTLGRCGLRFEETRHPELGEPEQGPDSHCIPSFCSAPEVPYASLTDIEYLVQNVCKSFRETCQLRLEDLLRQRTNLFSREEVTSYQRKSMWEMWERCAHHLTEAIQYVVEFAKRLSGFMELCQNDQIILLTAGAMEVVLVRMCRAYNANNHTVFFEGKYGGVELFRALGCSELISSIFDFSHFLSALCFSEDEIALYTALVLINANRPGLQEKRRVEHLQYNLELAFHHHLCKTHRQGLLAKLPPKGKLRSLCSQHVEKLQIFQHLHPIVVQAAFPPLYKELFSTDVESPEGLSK
#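 Schneider cells (Drosophila), stable Gal4 DBD–ROR gamma + UAS-luc; 1 hr cmpd preincubation; Cu2+ induction 700 uM final; 20 hr ambient; luminescence.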
# ELG1 genotoxic: qHTS screen for small molecules that induce genotoxicity in human embryonic kidney (HEK293T) cells expressing luciferase-tagged ELG1; AID 504466, 2011; Potency, µM (doses to about 46 µM), for inactives: at the top dose activity change, positive = activation, usual class: activators; 330,000 tested, 1.3% active; HEK293T ELG1-luciferase reporter, luminescence, 16 h; also: potency is read from the fitted curve at half-maximal effect; % of control where 0% means no effect; nearly all actives have a fitted effect of over 60% in size
#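 After overnight (16 hr) compound treatment at 37 °C, ELG1-luciferase HEK293T cells were lysed with ONE-Glo; luminescence quantified 30 min later at room temperature.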
# Tb PFK inh: qHTS Assay to Find Inhibitors of T. brucei phosphofructokinase; ATP-dependent 6-phosphofructokinase (Trypanosoma brucei brucei), O15648; T. brucei PFK, ADP-Glo luminescence; Potency, µM (series often up to 57.5 µM), for the others: top-dose activity, negative = inhibition, most hits filed as inhibitors; 330,000 tested, 0.17% active;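 also: potency is read from the fitted curve at half-maximal effect; 0% = uninhibited 1x PFK enzyme wells and -100% = no-enzyme wells; nearly all actives have a fitted effect of over 60% in size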
# Target sequence (O15648 whole entry, looked up): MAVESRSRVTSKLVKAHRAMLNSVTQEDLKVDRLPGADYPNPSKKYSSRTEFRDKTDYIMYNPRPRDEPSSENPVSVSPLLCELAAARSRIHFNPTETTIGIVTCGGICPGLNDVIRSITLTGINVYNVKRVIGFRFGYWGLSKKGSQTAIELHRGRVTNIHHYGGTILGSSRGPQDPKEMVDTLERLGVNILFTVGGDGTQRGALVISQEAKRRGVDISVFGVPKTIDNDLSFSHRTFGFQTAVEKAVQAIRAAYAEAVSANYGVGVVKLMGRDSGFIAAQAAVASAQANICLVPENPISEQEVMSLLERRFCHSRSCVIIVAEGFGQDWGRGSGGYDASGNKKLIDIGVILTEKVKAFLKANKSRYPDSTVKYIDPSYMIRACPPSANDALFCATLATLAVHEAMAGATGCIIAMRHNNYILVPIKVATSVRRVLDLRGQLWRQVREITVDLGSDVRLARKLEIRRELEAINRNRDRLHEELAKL
#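 Activity is normalized to no-enzyme wells (full inhibition) and 1.25 nM enzyme wells (no inhibition). Reaction: 0.5 mM F6P, 0.1 mM ATP, 45 min RT, ADP-Glo luminescence; concentration-response curves fitted and classed by quality.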
# NPC1 prom act: qHTS Assay for NPC1 Promoter Activators; Huh7 NPC1 promoter luciferase reporter, 24 h; Potency, µM (titrated, usually from 9.22 µM), for inactives: top-dose activation, most hits filed as activators; 320,000 tested, 2.4% active; AID 485313, 2010;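 also: potency is read from the fitted curve at half-maximal effect; % of control where 0% means no effect; nearly all actives have a fitted effect of over 60% in size; reporter is driven by a mutant NPC1 promoter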
#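 Compounds in DMSO were transferred onto Huh7 NPC1-luciferase reporter cells pre-incubated 2 h; after 24 h at 37 °C, Amplite reagent was dispensed and luminescence recorded 10 min later.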
# BRCA1 expr act: qHTS Assay to Identify Small Molecule Activators of BRCA1 Expression | MCF7-BRCA1-FFLuc reporter, luminescence, 48 h; response scale: scaled: vehicle 0%, 10 µM genistein 100% | 380,000 tested, 1.1% active | AID 624202, 2012 | Potency, µM (doses to about 46.1 µM), for the others: at the top dose activation, usual class: activators; also: potency is read from the fitted curve at half-maximal effect; nearly all actives have a fitted effect of over 80% in size; some results filed as inactive show a strong effect at the top dose
#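 Quantitative HTS in MCF7 cells stably reporting BRCA1 expression via firefly luciferase. Compound treatment lasts 48 h at 37 °C in phenol-red free MEM. Activation is expressed relative to genistein at 10 microM and DMSO.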
# Rab9 prom act: qHTS Assay for Rab9 Promoter Activators. Huh7 Rab9 promoter-luciferase reporter, luminescence, 24 h. Potency, µM (series often up to 9.22 µM), inactives show at the highest dose activation, negative = inhibition, hits mostly activators. 320,000 tested, 2.8% active. AID 485297, 2010; also: potency is read from the fitted curve at half-maximal effect; % of control where 0% means no effect; nearly all actives have a fitted effect of over 60% in size
#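 Huh7 reporter line, Rab9 promoter upstream of luciferase. Compound exposure 24 h at 37 °C in reduced-serum medium with 10% FBS. Read-out: luminescence.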
# ELG1 DNA repair: qHTS screen for small molecules that inhibit ELG1-dependent DNA repair in human embryonic kidney (HEK293T) cells expressing luciferase-tagged ELG1 | HEK293T ELG1-luciferase reporter, luminescence, 16 h; DNA damage induced by 5-fluorouridine | 330,000 tested, 2.3% active | Potency, µM (top dose mostly 46.1 µM), without a hit: at the top dose activity change, negative = inhibition, most hits filed as inhibitors; also: potency is read from the fitted curve at half-maximal effect; % is scaled to controls: 0 for no effect and ±100 for the full control effect; nearly all actives have a fitted effect of over 55% in size
#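 Step one: seed 2,000 cells per well. Step two: pin-transfer compound or DMSO alongside 5-fluorouridine. Step three: incubate 16 hr, 37 °C, 5% CO2. Step four: add ONE-Glo, wait 30 min, read luminescence.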
# FLuc modulator: qHTS profiling assay for firefly luciferase inhibitor/activator using purifed enzyme and Km concentrations of substrates (counterscreen for miR-21 project); 360,000 tested, 6.9% active; purified FLuc, Km substrates, luminescence inhibition; Potency, µM (doses to about 57.5 µM), without a hit: at the highest dose activity change, negative = inhibition, actives largely listed as inhibitors;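 also: potency is read from the fitted curve at half-maximal effect; plate controls were vehicle for no effect and reference inhibitor for full effect; nearly all actives have a fitted effect of over 55% in size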
#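 Purified P. pyralis luciferase (10nM final) with 10uM D-luciferin and 10uM ATP (Km levels) in 50mM Tris acetate pH 7.5, 10mM Mg acetate, 0.01% Tween-20, 0.05% BSA; qHTS 6-point titration, ~60 µM downward; luminescence read.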
# * = called active by the depositor; ? = inconclusive; · = not tested or not shown. Unless noted, calls follow the shape of the dose curve; as a rule, active = well fitted curve in the direction sought with a large enough effect; inconclusive = small, poorly fitted or top-dose-only effect, or another doubt; inactive = no such curve, though single readings can be large; an effect the other way counts as inactive or inconclusive.
# Every second line gives: TRPV1 ag | p53 reactivation | Gal4-VP16 FLuc | RORgamma inh | ELG1 genotoxic | Tb PFK inh | NPC1 prom act | BRCA1 expr act | Rab9 prom act | ELG1 DNA repair | FLuc modulator
COCCNC(=O)c1ccccc1N(Cc1ccccc1)S(=O)(=O)c1ccc(C)cc1
    2.1 | 0.6% | -0.1% | -15.1% | 1.0% | 0.7% | -4.1% | -1.6% | 1.4% | ? | -0.4%
CCc1ccccc1NC(=O)Nc1ccc2c(c1)OCO2
    4.8 | 4.2% | -16.4% | -3.5% | ? | 0.1% | 23.6% | 45.0% | 26.5% | ? | 1.4%
O=C(Cn1cncn1)NCc1cc(F)ccc1F
    -2.7 | 0.7% | -1.9% | -12.0% | 3.2% | -7.0% | -3.3% | 0.0% | -2.3% | 9.5% | 0.2%
Cc1ccc(-n2nc3ccc(NC(=O)/C=C/c4ccco4)cc3n2)cc1
    -1.9 | 15.6% | 4.0% | 40.9% | ? | -4.5% | ? | 8.5% | ? | ? | ?
Cc1cccc2cc3c(NC(=O)CC(C)C)nn(C)c3nc12
    2.7 | 0.3% | -0.6% | -15.5% | -10.8% | 0.9% | 6.6% | -44.2% | 0.3% | 0.0% | -0.6%
O=C(Nc1ccc(/C=C/c2nc3ccccc3o2)cc1)c1c(F)cccc1F
    19.2 | · | ? | -12.1% | 1.46µM* | -3.9% | 3.16µM* | ? | 2µM* | ? | 2.13µM*
Cc1ccc(C2/C(=C(/O)c3ccc(Br)cc3)C(=O)C(=O)N2Cc2ccco2)o1 (centres undefined)
    1.0 | 14.6% | ? | -32.2% | 0.9% | 16.5% | -4.2% | -7.8% | -2.5% | 0.0% | -3.5%
O=C(Cc1ccc([N+](=O)[O-])cc1)N1CCN(c2ccc([N+](=O)[O-])cc2)CC1
    ? | · | ? | ? | -6.2% | -16.1% | -8.6% | -16.5% | -3.7% | -12.1% | 6.2%
CCc1ccc(C(=O)OCC(=O)N(CC)c2c(N)n(Cc3ccccc3)c(=O)[nH]c2=O)cc1
    0.8 | -10.8% | · | · | -0.4% | 3.2% | 0.5% | 14.5% | 1.0% | 4.6% | 1.9%
Cc1ccc(C(=O)COC(=O)c2cc(C)no2)c(C)c1
    8.5 | 5.1% | · | · | -1.8% | -3.3% | -4.5% | -10.0% | -0.2% | 10.6% | ?
O=C(c1ccccc1)c1cccc(NC(=O)C2CC2)c1
    1.6 | 4.8% | 11.7% | 42.1% | 0.5% | 4.1% | -1.4% | 57.2% | 6.6% | -4.2% | -8.1%
CC(=O)NC(=S)Nc1cccc2ccc(C)nc12
    -0.1 | -0.4% | 12.6µM* | 2.82µM* | -0.1% | 0.0% | -0.2% | -1.4% | -6.0% | 2.9% | 2.7%
CCN(CC)C(=O)Cn1cnc2sc(C(=O)N3CCN(c4ccc(OC)cc4)CC3)c(C)c2c1=O
    -2.2 | -0.8% | 0.4% | 14.5% | 2.9% | -1.2% | -3.7% | -2.2% | -1.4% | -9.6% | 3.9%
O=S(=O)(c1ccccc1)N1CCC(N2CCN(c3ccccc3)CC2)CC1
    0.3 | -1.8% | -1.3% | -10.4% | 1.2% | -3.9% | 0.1% | · | 3.6% | 6.4% | 2.0%
O=C(NC(=S)Nc1ccc(CN2CCCCC2)cc1)c1cc2ccccc2o1
    13.2 | 4.4% | -1.3% | -34.5% | 2.2% | -11.1% | 3.16µM* | -2.3% | -0.8% | 16.6% | -2.6%
CCCc1nn(C)c2c1C(c1ccncc1)C(C#N)=C(N)O2 (centres undefined)
    0.3 | 3.9% | -1.0% | -25.9% | -0.1% | 4.7% | -1.8% | -6.3% | 0.6% | 15.0% | 0.1%
CC(=O)c1cccc(NC(=O)Cc2ccc3c(c2)CCCC3)c1
    28.9 | -0.3% | -0.2% | ? | -6.3% | 1.7% | -1.7% | -9.4% | 3.3% | -2.1% | -4.0%
O=C(NCCC1=CCCCC1)C1CC(=O)N(Cc2ccccc2)C1 (centres undefined)
    13.0 | 1.7% | -1.4% | 18.1% | 0.7% | -1.3% | -3.1% | -23.4% | 1.8% | 2.6% | 4.7%
O=C(CSc1ncn[nH]1)Nc1ncc(C(F)(F)F)cc1Cl
    -1.6 | 3.2% | 2.1% | 18.2% | 0.2% | 0.1% | -5.4% | 16.7% | 8.2% | 19.9% | -4.9%
CCN(CC#CCC1(O)c2ccccc2-c2ccccc21)CCO
    · | -0.9% | -0.8% | -13.5% | -0.5% | -7.0% | 0.2% | -1.5% | 1.0% | 14.6% | -0.7%
O=C(/C=C/c1ccco1)Nc1scc(-c2ccccc2)c1C(=O)O
    0.6 | -0.1% | ? | 10µM* | ? | 1.1% | 0.447µM* | 0.0% | 0.501µM* | ? | 4.78µM*
CC(=C\c1ccco1)/C=C1/SC(=S)N(CC(=O)O)C1=O
    0.9 | 14.1% | 1.7% | 12.2% | 4.5% | -2.1% | 1.5% | ? | 16.0% | ? | 16.9µM*
COCCn1c(=NC(=O)CN2C(=O)CCC2=O)sc2cc(S(N)(=O)=O)ccc21
    -2.7 | 1.4% | 2.9% | 5.1% | -0.4% | -2.7% | -3.4% | -8.4% | -5.8% | 2.6% | 0.5%
COC(=O)c1cc(C)sc1NC(=O)c1ccco1
    14.2 | 15.0% | -5.2% | 2.0% | 7.1% | -8.6% | 0.1% | -1.6% | 4.1% | 6.0% | -1.4%
CCn1c(SCC(=O)Nc2nccs2)nnc1-c1ccc(S(=O)(=O)N2CCCCC2)cc1
    -3.8 | -4.4% | -8.3% | 7.5% | -16.8% | -3.5% | 0.7% | -30.5% | -0.2% | 20.6µM* | 3.5%
CN(C)S(=O)(=O)c1ccc(C(=O)Nc2cccc(C(=O)N3CCOCC3)c2)cc1
    -2.9 | 1.9% | 4.7% | 0.2% | -2.6% | -1.1% | -0.1% | 3.7% | 0.8% | -10.8% | -2.4%
Cc1ccccc1-c1nc(CN2CCC(C(=O)N3CCN(c4ccccn4)CC3)CC2)c(C)o1
    2.1 | -2.3% | 0.7% | -0.5% | -4.8% | 0.5% | 0.3% | -2.6% | -10.3% | ? | 9.7%
Cc1cc(=O)[nH]c(SCC(=O)Nc2ccc(Br)cn2)n1
    1.9 | 9.8% | 1.7% | ? | -2.1% | -10.7% | 2.6% | 2.5% | 0.4% | 2.1% | -1.3%
COC(=O)c1c(NC(=O)c2ccc(S(=O)(=O)N3CCOCC3)cc2)sc2c1CCN(C)C2
    4.9 | 28.1% | -12.1% | -3.9% | 9.6% | 0.0% | -4.9% | 10.2% | -1.3% | -1.7% | 1.4%
O=C(O)CCN1C(=O)C2C3C=CC(C3)C2C1=O (centres undefined)
    -0.2 | -1.2% | -2.5% | -10.4% | 10.9% | 1.0% | 8.4% | 5.7% | 2.5% | 0.1% | 6.7%
O=C1CC(c2ccc(F)cc2)Cc2nc(N3CCOCC3)ncc21 (centres undefined)
    ? | -2.1% | -8.0% | 4.0% | 0.1% | -9.6% | 0.8% | 2.4% | -2.6% | -12.4% | 2.1%
CCC1(c2ccc(F)cc2)NC(=O)N(CC(=O)Nc2ccccc2Cl)C1=O (centres undefined)
    3.3 | -1.6% | -10.3% | 24.4% | 1.2% | -0.7% | -2.9% | 0.5% | -1.9% | -11.4% | 2.3%
Cc1cc2cc(C)c(NCCNC(=O)c3cccs3)nc2cc1C
    23.5 | 1.9% | -1.8% | 5.3% | -0.9% | -7.9% | -0.1% | -13.8% | -7.7% | ? | 1.0%
Cc1cc(C)n(-c2ccc(C(=O)Nc3nnc(C4CC4)s3)cc2)n1
    -4.1 | ? | -6.5% | 6.1% | 3.4% | -0.2% | 10.7% | 55.8% | -0.9% | 10.9% | -2.7%
COc1ccc(SN=C2C(C)=CC(=O)C=C2C)cc1
    8.5 | -1.7% | 2.3% | 6.6% | -7.2% | -5.9% | -6.0% | -32.0% | -2.9% | ? | ?
